FBA Mtb inh – Mtb FBA enzyme inhibitors, primary screen, biochemical, fluorescence, strain H37Rv; purified M. tuberculosis FBA, fluorescence read-out; inhibition, % at 1 µM; 360,000 tested, 2.3% active; AID 588726, 2011; Fructose-bisphosphate aldolase (Mycobacterium tuberculosis (strain ATCC 25618 / H37Rv)), …; in the data active means inhibition above about 27%;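 further: 0% = vehicle and 100% = reference inhibitor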
Target sequence (P9WQA3 whole entry, looked up): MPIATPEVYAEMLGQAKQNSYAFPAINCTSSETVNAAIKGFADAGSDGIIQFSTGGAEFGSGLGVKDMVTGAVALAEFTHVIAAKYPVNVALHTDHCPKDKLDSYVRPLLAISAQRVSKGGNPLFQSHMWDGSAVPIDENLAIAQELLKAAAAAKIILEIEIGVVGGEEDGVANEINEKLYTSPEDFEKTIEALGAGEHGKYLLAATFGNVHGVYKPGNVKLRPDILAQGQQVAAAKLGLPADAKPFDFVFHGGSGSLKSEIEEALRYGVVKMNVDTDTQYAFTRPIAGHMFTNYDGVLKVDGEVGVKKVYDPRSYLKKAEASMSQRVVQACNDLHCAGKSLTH
PriA SSB inh – inhibitors of Klebsiella pneumoniae PriA binding to SSB C-terminal tail, primary screen, biochemical, AlphaScreen. 430,000 tested, 0.6% active. inhibition, % at 33 µM. PriA–SSB C-terminal tail interaction (Klebsiella pneumoniae). AlphaScreen SSBct-PriA binding, biotinylated peptide. AID 1272365, 2023; in the data active means inhibition mostly above about 37%, no sharp cut-off; inactive means mostly below about 20%;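 further: plate controls were negative control peptide for no effect and reference peptide for full effect; strong numbers were not always called active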
3CLpro inhibitor – SARS-CoV 3CLpro protease inhibitors, primary screen, biochemical, quenched FRET; Replicase polyprotein 1ab (Severe acute respiratory syndrome coronavirus), P0C6X7; recombinant SARS-CoV 3CLpro, quenched FRET peptide cleavage; inhibition, % at 6 µM; 290,000 tested, 0.14% active; in the data active means inhibition above about 12%
UGM FP inh – M. tuberculosis UGM enzyme inhibitors, primary screen, biochemical, fluorescence polarization, single point. purified UGM, fluorescence polarization probe displacement. 320,000 tested, 0.06% active. inhibition, % at 10 µM. UDP-galactopyranose mutase (Mycobacterium tuberculosis (strain ATCC 25618 / H37Rv)), …; in the data active means inhibition above about 10%, passing the limit was not always enough
Target sequence (P9WIQ1 whole entry, looked up): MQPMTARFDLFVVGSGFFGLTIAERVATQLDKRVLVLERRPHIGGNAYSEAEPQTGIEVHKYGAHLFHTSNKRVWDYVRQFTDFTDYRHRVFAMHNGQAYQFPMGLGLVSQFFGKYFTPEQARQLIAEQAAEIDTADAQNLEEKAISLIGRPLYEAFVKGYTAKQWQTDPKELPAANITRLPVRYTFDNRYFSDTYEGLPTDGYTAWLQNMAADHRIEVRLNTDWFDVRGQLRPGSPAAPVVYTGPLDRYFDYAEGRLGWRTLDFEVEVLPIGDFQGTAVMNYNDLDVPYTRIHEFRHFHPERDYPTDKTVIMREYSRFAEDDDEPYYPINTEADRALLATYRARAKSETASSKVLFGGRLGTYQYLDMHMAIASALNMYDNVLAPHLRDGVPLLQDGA
Rv3671c inh – Rv3671c serine protease inhibitors, primary screen, biochemical, fluorescence polarization, M. tuberculosis H37Rv. 320,000 tested, 0.048% active. P9WHR9. inhibition, % at 5.96 µM; in the data active means inhibition above about 38%;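 further: extracellular domain of Rv3671c used as enzyme; 0% = enzyme with DMSO and 100% = no enzyme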
MazEF act – activators of E. coli MazEF toxin-antitoxin RNase, primary screen, biochemical, fluorescence, uHTS. Endoribonuclease toxin MazF (Escherichia coli (strain K12)), P0AE70. FAM/BHQ RNA-DNA oligo cleavage fluorescence, 5 h. activation, % at 20 µM. 350,000 tested, 0.32% active; in the data active means activation above about 50%
Target sequence (P0AE70 whole entry, looked up): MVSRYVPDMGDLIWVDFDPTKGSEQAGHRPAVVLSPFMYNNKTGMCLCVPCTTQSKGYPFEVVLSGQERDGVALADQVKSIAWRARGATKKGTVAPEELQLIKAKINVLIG
Vc quorum ag – inducers of Vibrio cholerae quorum light production without autoinducers, primary screen, BH1578 luxS cqsA deficient, single point; V. cholerae BH1578 lux reporter, luminescence, 6 h; activation, % at 18.7 µM; 350,000 tested, 0.16% active; in the data active means activation mostly above about 9.7%, no sharp cut-off; further: not every result past the cut was called active; inactives centre near 0; reference of the scale not given here
DUSP3 inh – VHR1 phosphatase inhibitors, primary screen, biochemical, absorbance, uHTS; Dual specificity protein phosphatase 3 (Homo sapiens), P51452; recombinant VHR phosphatase, pNPP absorbance; inhibition, % at 13.3 µM; 290,000 tested, 0.52% active; in the data active means inhibition above about 50%; further: some compounds called inactive have numbers as strong as hits
Target sequence (P51452 whole entry, looked up): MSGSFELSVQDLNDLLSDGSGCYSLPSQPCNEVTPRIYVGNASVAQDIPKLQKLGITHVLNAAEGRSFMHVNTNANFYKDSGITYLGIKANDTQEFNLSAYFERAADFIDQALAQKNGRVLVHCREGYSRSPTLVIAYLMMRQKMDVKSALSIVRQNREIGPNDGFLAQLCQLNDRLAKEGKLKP
GDH-TPI inh – GDH-TPI coupling enzyme inhibitors, primary screen, artefact control for M. tuberculosis FBA inhibitor project, biochemical, absorbance, full deck; GDH-TPI coupled enzyme counterscreen, NADH absorbance; 360,000 tested, 1.2% active; inhibition, % at 4.8 µM; AID 588335, 2011; in the data active means inhibition above about 30%;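 further: 0% = DMSO wells and 100% = wells lacking the enzyme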
Mtb BioA inh – M. tuberculosis BioA enzyme inhibitors, primary screen, biochemical, plate reader, single point, HTS; 360,000 tested, 0.096% active; purified M. tuberculosis BioA enzyme; inhibition, % at 9.99 µM; in the data active means inhibition above about 40%
Numbers without * were called inactive; i = inactive; · = no result given; & = joins results of further samples. The list is partial; the hit share may differ from the screen's.

SMILES	FBA Mtb inh	PriA SSB inh	3CLpro inhibitor	UGM FP inh	Rv3671c inh	MazEF act	Vc quorum ag	DUSP3 inh	GDH-TPI inh	Mtb BioA inh
N#Cc1ccc(C(=O)NCC2CCCCC2)cc1	-1.4	-2.9	2.8	-0.4	-2.4	4.0	i	0.1	-8.1	·
C[C@H](NC(=O)C1CC(=O)N(c2ccc3c(c2)OCCO3)C1)C(=O)NCc1ccco1 (some centres not stated)	0.6	4.3	-4.9	1.7	-0.6	0.1	i	12.8	-0.3	-0.7
COc1ccc(CNC(=O)C(=O)NCCC2CCCCN2S(=O)(=O)c2ccc(C)cc2)cc1 (configuration not stated)	0.6	7.5	·	-3.7	-0.4	-5.2	-1.8	·	7.2	-0.2
O=C(NCC1=C(c2cccc3ccccc23)C[C@@H]2CC[C@H]1N2Cc1ccco1)c1ccc([N+](=O)[O-])cc1	0.0	·	·	·	·	-16.4	-1.1	·	-1.4	0.3
O=C(Cn1c2ccccc2c(=O)c2ccccc21)Nc1ccccc1F	150.2*	-18.0	1.0	0.0	-19.5	-1.0	i	20.8	0.0	·
CN(CCc1ccccc1)Cc1ccccc1[N+](=O)[O-]	0.0	-6.5	0.7	-1.4	-2.7	3.3	i	43.7	-5.8	0.8
CC(O)CNCc1ccc(Cl)cc1Cl (configuration not stated)	5.9	-2.2	-4.0	-1.4	6.1	0.4	-3.0	1.1	5.2	·
O=c1cc(O)nc(-c2ccc(Cl)cc2)s1	1.1	-5.2	1.6	-1.6	-7.0	-11.5	-0.2	-2.4	5.4	0.1
CCc1nc2ccccc2c(C(=O)OCC(=O)N(C)Cc2ccccc2)c1C	5.2	-5.8	·	-1.1	3.8	-1.5	-2.6	·	1.4	-1.5
O=C1c2ccccc2NC2(CCCCC2)N1c1ccc(O)cc1	14.6	-14.9	-7.1	2.3	-1.4	7.7	i	3.5	8.6	9.5

Already shown: 2 of the compounds above.
SMILES	FBA Mtb inh	PriA SSB inh	3CLpro inhibitor	UGM FP inh	Rv3671c inh	MazEF act	Vc quorum ag	DUSP3 inh	GDH-TPI inh	Mtb BioA inh
O=c1cc(O)nc(-c2ccc(Cl)cc2)s1	1.1	-5.2	1.6	-1.6	-7.0	-11.5	-0.2	-2.4	5.4	0.1
CCc1nc2ccccc2c(C(=O)OCC(=O)N(C)Cc2ccccc2)c1C	5.2	-5.8	·	-1.1	3.8	-1.5	-2.6	·	1.4	-1.5

Next section.
SMILES	FBA Mtb inh	PriA SSB inh	3CLpro inhibitor	UGM FP inh	Rv3671c inh	MazEF act	Vc quorum ag	DUSP3 inh	GDH-TPI inh	Mtb BioA inh
COc1c(F)c(F)c(-c2csc(N)n2)c(F)c1F	1.9	-0.3	-9.5	-1.5	-1.7	-2.3	i	·	5.5	·
CC(C)c1nc2oc3c(N4CCNCC4)ncnc3c2c2c1CCC2	3.0	3.8	·	·	·	5.9	-2.2	·	0.7	·
O=C1[C@H](Cc2ccccc2)NCCCC[C@H](c2ccc(Cl)cc2)N1Cc1ccc(Cl)cc1	-3.7	-10.1	·	·	·	-7.4	i	·	3.1	0.1
Cc1cccc(C)c1NC(=O)C1CSC2(C)CCC(=O)N12 (configuration not stated)	3.5	-8.1	·	-1.2	2.8	2.9	-2.0	·	6.5	·
COc1ccc(OC)c(CNC(=O)CCN2C(=O)COc3ccccc32)c1	1.3	-8.9	7.4	-0.4	3.1	-7.5	-0.5	10.0	-1.6	-1.2
CCOc1ccc(C(=O)NC(=S)Nc2ncccc2C)cc1[N+](=O)[O-]	2.0	5.0	3.4	1.3	-2.2	5.2	i	4.7	9.4	·
COc1cc(NC(=O)CCCc2c[nH]c3ccccc23)cc(OC)c1	6.5	7.9	3.0	-5.8	1.1	-2.1	-0.6	12.6	2.9	·
CC(=O)NNc1nc(-c2ccc(C)cc2)cs1	3.8	2.2&-10.0	2.3	-3.9	-2.5	-10.6	-0.5	12.9	-3.5	·
Cc1cc(=O)oc2c(C)c(OC(C)C(=O)N3CC[C@@]4(O)CCCC[C@H]4C3)ccc12 (some centres not stated)	23.9	8.2	4.7	2.7	1.1	2.5	-0.4	-2.9	17.6	0.3
COc1ccc(S(=O)(=O)NNC(=O)c2cccs2)cc1	-0.3	2.9	0.5	-1.0	-1.8	-10.4	-0.3	3.4	1.0	0.7

The last two records of the part before open the next one:
SMILES	FBA Mtb inh	PriA SSB inh	3CLpro inhibitor	UGM FP inh	Rv3671c inh	MazEF act	Vc quorum ag	DUSP3 inh	GDH-TPI inh	Mtb BioA inh
Cc1cc(=O)oc2c(C)c(OC(C)C(=O)N3CC[C@@]4(O)CCCC[C@H]4C3)ccc12 (some centres not stated)	23.9	8.2	4.7	2.7	1.1	2.5	-0.4	-2.9	17.6	0.3
COc1ccc(S(=O)(=O)NNC(=O)c2cccs2)cc1	-0.3	2.9	0.5	-1.0	-1.8	-10.4	-0.3	3.4	1.0	0.7
N#CC(C#N)=CC1=C2OC(c3ccccc3)=CC(c3ccccc3)=C2CCC1	7.0	1.0	6.1	-0.3	1.4	12.6	-1.5	-6.0	-2.0	0.5
O=C(NCc1ccccc1)C1=C[C@@H](c2coc3ccccc3c2=O)C[C@@H](OCCCCO)O1	-1.1	-9.0	-3.2	-0.1	-8.9	0.7	i	-19.8	-4.3	-0.7
Cc1cccc(C)c1NC(=O)CNC(=O)c1cnccn1	1.3	0.9	·	0.2	-4.0	6.3	i	·	9.7	-1.9
CC(C)[C@H](NC(=O)c1ccc(F)cc1)C(=O)N(C)Cc1cccs1	0.0	-0.4	·	3.0	-2.9	9.8	0.3	·	-6.3	1.1
Cc1ccc(-n2c(C)cc(/C=C3/C(=N)N4C(c5ccccc5)=CSC4=NC3=O)c2C)cc1	2.2	-23.2	3.3	0.3	0.0	-6.7	-0.2	41.8	5.8	·
COC(=O)c1cccc(NC(=O)c2cccnc2C(=O)O)c1C	1.0	-2.9	4.7	3.6	-1.6	7.3	i	20.8	0.6	1.7
COc1ccccc1OCCCn1cc(C(=O)c2ccco2)c2ccccc21	-3.4	-5.3	-4.2	-2.1	-9.3	-4.6	i	16.8	15.1	-0.8
O=C(c1ccccc1)c1ccc(OC(=O)N2CCCC2)cc1	0.4	-21.5	4.3	-1.4	-5.8	3.3	i	-0.2	7.0	0.0
N#Cc1ccc(C(=O)OCC(=O)N2CCN(C(=O)c3ccco3)CC2)cc1	-3.1	-3.2	·	2.2	7.5	-0.5	i	·	-1.4	-1.0
CN1CCN(C(=O)c2ccccc2NC(=O)CCN2C(=O)c3ccccc3C2=O)CC1	1.5	4.6	-3.2	-0.4	-0.6	1.1	i	20.8	3.7	-1.2
CN(C)S(=O)(=O)c1ccc(Cl)c(C(=O)OCC(=O)NC(=O)NC2CCCC2)c1	-0.5	10.8	·	0.0	3.3	1.3	0.9	·	6.7	9.2
CC(C)CC(=O)Nc1ccc(F)c(Cl)c1	-0.7	-7.4	2.4	0.5	5.6	0.5	-0.4	-10.8	-2.4	-0.1
CC1(C)OC(=O)CC1C(=O)NCc1ccccc1 (configuration not stated)	-0.3	-13.5	-2.2	-2.1	4.3	-0.8	·	3.5	9.6	-0.5
O=C(OCC(=O)N1CCN(C(=O)COC(=O)c2ccccc2NCCO)CC1)c1ccccc1NCCO	161.7*	1.4	·	·	·	1.1	i	·	8.0	-2.6
CCc1nnc(NS(=O)(=O)c2ccccc2)s1	0.3	-4.7	-5.2	2.4	-4.0	7.4	0.7	21.9	-7.6	1.0
COC(=O)c1c(NC(=O)c2ccco2)sc(C(=O)N2CCCC2)c1C	1.8	-10.6	-4.9	0.9	9.9	4.5	-0.4	-1.9	24.5	-1.0
Cc1onc(-c2ccccc2)c1C(=O)NCCc1c[nH]c2ccccc12	0.5	11.2	3.2	-3.3	7.1	7.2	-0.3	38.4	-5.2	1.7
COc1cccc(N/C=C/C(=O)c2ccc(C)cc2)c1	-3.5	-44.7	-1.7	1.2	-4.1	6.0	-0.8	34.8	7.1	-0.8
COc1ccc2oc(=O)cc(CN(C)Cc3ccccc3)c2c1	-1.1	5.4	4.2	-0.4	-0.5	5.4	-2.3	6.5	14.6	-1.5
O=S1(=O)N[C@@H](CC2CCCCC2)COc2cc(Br)ccc21	-1.9	-8.2	·	·	·	1.7	i	·	1.8	0.0
CC(C)(O)C#Cc1ccc(CNC[C@H]2O[C@@H](n3cnc(C(N)=O)n3)[C@H](O)[C@@H]2O)s1	0.8	-11.9	·	·	·	3.2	-0.6	·	5.7	-2.1
O=C(NCc1ccc(Cl)cc1)C1CCN(C(=O)c2ccc(Cl)cc2)CC1	4.2	-2.9	·	·	·	-6.3	-5.0	·	1.4	2.3
CCCOc1ccc(NC(=O)CC2Nc3ccccc3NC2=O)cc1 (configuration not stated)	-1.7	-9.3	-3.9	3.4	-3.1	2.2	-0.9	10.2	-7.3	-1.7
Cc1ccc(NCc2n[nH]c(=S)n2-c2cccc(Cl)c2)cc1	0.3	14.9	-0.6	-1.8	-3.9	-3.7	-0.4	4.0	5.4	·
CC(C)C(OC(=O)c1cc2sccc2n1C)C(=O)NCC1CCCO1 (configuration not stated)	-2.4	7.1	0.7	-0.9	-2.9	-0.1	0.9	-2.3	9.2	·
Cc1cc2ccccc2nc1SCC(=O)N1CCCC1	0.2	-6.4	-4.2	-0.3	-2.2	-1.5	1.0	18.7	7.2	1.8
O=C(NCc1n[nH]c(=S)n1-c1cccc(C(F)(F)F)c1)c1ccc(S(=O)(=O)N2CCCC2)cc1	1.1	-3.0	4.1	-1.8	-1.7	-1.2	i	2.7	-6.2	-0.2
O=C(O)CCS(=O)(=O)c1cccc2cccnc12	-1.1	-4.6	-3.5	0.6	9.6	-7.0	0.9	-8.6	15.0	·
OCCCC1CCCCN1Cc1nc(Cc2ccccc2Cl)no1 (configuration not stated)	1.3	-10.6	-0.6	-1.7	-3.6	4.2	i	-3.8	3.1	-1.1
CCOc1ccc(S(=O)(=O)NCCC(=O)NCCc2ccc(OCC)c(OCC)c2)cc1	1.5	-15.6	·	5.0	-2.7	1.0	i	·	-1.4	-0.9
CC(C)(C)NC(=O)CN1CCCN(C(=O)c2cccc(S(=O)(=O)N3CCc4ccccc43)c2)CC1	-0.5	3.9	·	-0.4	6.9	1.0	0.5	·	0.4	-0.6
Clc1ccc(/C=N/N2CCN(Cc3ccccc3Cl)CC2)cc1	-2.6	·	2.9	-0.1	3.6	-9.5	i	26.2	6.9	-0.4
O=C(NCC(c1ccco1)N1CCN(c2ccccc2)CC1)C1CCCCC1 (configuration not stated)	2.7	·	·	·	·	1.8	-0.3	·	0.0	-0.1
COc1ccc(C(O)c2ncc(-c3ccc4ccccc4c3)[nH]2)cc1 (configuration not stated)	31.7*	·	·	·	·	·	i	·	5.4	-1.4
CCCCNC(=S)NC1CCCC1	2.7	-3.3	2.9	-1.2	2.2	4.7	0.8	-4.3	-1.6	-0.8
Cc1nnc2sc(SCc3ccc(Br)cc3)nn2c1=O	-0.5	1.4	-2.2	-0.7	2.3	2.2	0.1	1.7	2.4	·
COc1ccc(C2(C(=O)c3ccccc3)C(=O)c3ccccc3C2=O)cc1	2.8	-6.4	-0.2	3.4	0.1	6.5	i	-18.2	1.5	-0.2
COc1cc(OC)cc(C(=O)n2cnnc2N)c1	-0.4	-11.5	-1.1	2.6	-6.5	5.4	-0.1	7.3	-7.0	·

Bioassay records as filed in PubChem.
